# TRHR agonist = TRH receptor (human) agonism; P34981; TRHR cells, calcium flux fluo-8, FDSS agonist mode; activation, % at 2 µM; 360,000 compounds, 0.18% hits; AID 493084; in the data active = activation above about 30%; also: 0% is about no effect
#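 TRHR-expressing cells loaded with fluo-8 calcium dye; 23 nL library compound pin-transferred, kinetic FDSS fluorescence (Ex 480/Em 530) recorded about 180 s for agonist-induced calcium release, before a 10 nM TRH EC20 addition for potentiator mode.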
# TRHR PAM = allosterically enhances the human TRH receptor; P34981; TRHR cells, fluo-8 calcium fluorescence, EC20 TRH enhancement; enhancement, % at 2 µM; AID 493056; 360,000 compounds, 0.66% hits; in the data active = enhancement above about 30%; also: 0% is about no effect
#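 Enhancer read-out: after compound pinning and an initial kinetic agonist-mode read, an EC20 of TRH (10 nM final) was injected and fluo-8 calcium signal (Ex 480/Em 530) followed at 1 s/cycle for 100 cycles in TRHR-expressing cells.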
# PI4K2A block = inhibitors of human PI4K2A | 420,000 compounds, 0.13% hits | purified PI4K2A, ADP-Glo luminescence, 1 h; hits give low values | activity change, negative = inhibition, % at 76.9 µM; in the data active = activity change below about -50%; inconclusive = mostly about -30% to -49%;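 also: -100% = wells without enzyme as full effect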
#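 ADP-Glo luminescence measured ADP generated by PI4K2A enzyme (4 ug/mL before mixing) with 1.2 mM PI substrate (pre-mix) and 300 microM ATP (pre-mix). Tris pH7.5 buffer with MgCl2, Triton X-100; 1 h reaction at ambient temperature.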
# USP1-UAF1 inh = USP1/UAF1 (human) deubiquitinase inhibition; O94782; recombinant USP1/UAF1, Ub-Rhodamine cleavage fluorescence; Potency, µM (doses to about 57.1 µM), inactives show at the highest dose activity change, negative = inhibition, hits mostly inhibitors; 390,000 compounds, 0.23% hits; AID 743255; also: potency is read from the fitted curve at half-maximal effect; % is scaled to controls: 0 for no effect and ±100 for the full control effect; nearly all actives have a fitted effect of over 60% in size; inactives centre near -12
#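 USP1/UAF1 complex (1 nM) preincubated 15 min at room temperature with compound, then Ub-Rho substrate (150 nM final) added. Kinetic fluorescence at 480/540 nm over 6 reads at 60 s intervals; 50 mM HEPES pH 7.8, 0.5 mM EDTA, 0.1 mg/ml BSA, 1 mM TCEP, 0.01% Tween-20.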
# rTrxR1 inhibitor = blocks rat thioredoxin reductase 1; O89049; recombinant rTrxR1, NADPH fluorescence consumption, selenite substrate; Potency, µM (series often up to 114 µM), inactives show top-dose activity change, negative = inhibition, hits mostly inhibitors; 390,000 compounds, 1% hits; AID 588453; also: potency is read from the fitted curve at half-maximal effect; % is scaled to controls: 0 for no effect and ±100 for the full control effect; nearly all actives have a fitted effect of over 65% in size
#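 Rat TrxR1 (90 nM in the dispensed reagent) was pre-reduced with 400 uM NADPH for 5 min at room temperature, then incubated with compound for 15 min. After 400 uM selenite was added, NADPH fluorescence (Ex 340/Em 450 nm) was followed for 8 min.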
# mIDH1 inhibitor = human IDH1 R132H inhibition. Potency, µM (titrated, usually from 76.6 µM), inactives show top-dose activity change, negative = inhibition, actives largely listed as inhibitors. IDH1-R132H enzyme, NADPH consumption, diaphorase/resazurin fluorescence. 390,000 compounds, 0.093% hits; also: potency is read from the fitted curve at half-maximal effect; % is scaled to controls: 0 for no effect and ±100 for the full control effect; nearly all actives have a fitted effect of over 65% in size
# Target sequence (O75874 whole entry R132H, stated change not applied): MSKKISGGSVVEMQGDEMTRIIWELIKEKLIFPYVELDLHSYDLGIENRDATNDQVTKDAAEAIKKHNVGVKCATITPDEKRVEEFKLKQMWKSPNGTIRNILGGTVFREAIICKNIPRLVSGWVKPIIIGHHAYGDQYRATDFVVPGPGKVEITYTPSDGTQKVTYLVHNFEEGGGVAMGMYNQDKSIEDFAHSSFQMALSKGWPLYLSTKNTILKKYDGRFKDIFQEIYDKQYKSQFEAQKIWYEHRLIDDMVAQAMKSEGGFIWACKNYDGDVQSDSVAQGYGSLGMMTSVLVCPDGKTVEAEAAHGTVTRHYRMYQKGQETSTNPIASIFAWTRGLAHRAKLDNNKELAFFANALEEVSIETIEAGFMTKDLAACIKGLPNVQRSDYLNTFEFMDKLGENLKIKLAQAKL
#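 IDH1-R132H (0.5 ug/mL dispensed) in pH 7.5 Tris buffer was preincubated 30 min with compound, then given a substrate mix of 0.016 mM NADPH and 2 mM alpha-KG for 80 min at room temperature; remaining NADPH was read by diaphorase/resazurin fluorescence.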
# D2 antag = D2 dopamine receptor (human) antagonism | P14416 | HEK293 TREx D2 cells, calcium flux, dopamine EC80 | inhibition, % at 10 µM | 340,000 compounds, 2% hits | AID 485344; in the data active = inhibition above about 30%; also: 0% is about no effect
# Target sequence (P14416 whole entry, looked up): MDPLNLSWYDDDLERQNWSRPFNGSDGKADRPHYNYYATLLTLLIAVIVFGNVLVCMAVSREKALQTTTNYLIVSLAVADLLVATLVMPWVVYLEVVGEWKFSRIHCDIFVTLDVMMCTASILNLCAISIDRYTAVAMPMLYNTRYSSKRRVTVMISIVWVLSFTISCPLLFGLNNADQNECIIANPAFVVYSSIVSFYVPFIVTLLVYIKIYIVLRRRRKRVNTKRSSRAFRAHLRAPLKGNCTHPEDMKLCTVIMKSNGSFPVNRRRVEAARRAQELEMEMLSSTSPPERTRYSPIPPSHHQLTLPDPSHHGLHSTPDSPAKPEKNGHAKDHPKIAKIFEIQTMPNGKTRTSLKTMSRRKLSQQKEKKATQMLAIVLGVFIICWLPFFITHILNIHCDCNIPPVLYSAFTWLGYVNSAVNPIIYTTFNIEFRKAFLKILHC
#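 In this primary screen, negative modulation is detected by tracking calcium flux after an EC80 dopamine challenge in inducible HEK293 T-REx D2 cells preexposed to test compound for 180 s.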
# D2 agonist = agonists of human D2 dopamine receptor; P14416; HEK293 T-REx D2 cells, calcium flux agonist mode; activation, % at 2 µM; 340,000 compounds, 0.53% hits; AID 485358;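 active = activation over 3 SD above normal in the single-dose calcium agonist read, cut at about 30% in these data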; also: 0% is about no effect
#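 Agonism scored from kinetic calcium signal (1 read/sec, 180 s) following compound pin transfer, after a 10 s baseline. Cells: HEK293 Trex line expressing inducible D2 receptor coupled to calcium, dye-loaded after overnight culture at 30 C.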
# TrxR1 substrate = is turned over as a substrate by rat TrxR1; O89049; purified TrxR1 substrate turnover, NADPH consumption readout; Potency, µM (highest dose often 114 µM), without a hit: at the highest dose activity change, negative = substrate turnover; 390,000 compounds, 0.01% hits; also: potency is read from the fitted curve at half-maximal effect; % is scaled to controls: 0 for no effect and ±100 for the full control effect; nearly all actives have a fitted effect of over 50% in size
#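 Rat TrxR1, dispensed at 90 nM, was prereduced with 400 uM NADPH (final) for 5 min at ~22 deg C, then incubated with compound 15 min before 400 uM selenite. A first-read NADPH fluorescence drop versus no-compound background flagged substrates.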
# Active calls of the source: *; ? = inconclusive; / = not tested or not shown; [ ] = dose if it differs, or a comment. Unless noted, calls follow the shape of the dose curve; as a rule, active = well fitted inhibition curve with a large enough effect; inconclusive = small, poorly fitted or top-dose-only effect; inactive = no such curve, though single readings can be large or run the other way.
SMILES,TRHR agonist,TRHR PAM,PI4K2A block,USP1-UAF1 inh,rTrxR1 inhibitor,mIDH1 inhibitor,D2 antag,D2 agonist,TrxR1 substrate
CC(=O)c1sc(NC(=O)c2ccc(F)c(F)c2)nc1C,-0.3,-4.9,-6.4,-1.8%,14.4%,-4.7%,-18.1,0.2,4.2%
CCCCn1c(SCC(=O)Nc2cc(C)on2)nnc1-c1cccnc1,0.2,-2.4,-5.1,-9.9%,4.0%[57.1 µM],10.0%,15.1,-0.1,8.1%[57.1 µM]
O=C(c1cc2cc(F)ccc2[nH]1)N1CCC(Cc2ccccc2)CC1,-0.6,0.8,4.7,-29.4%,15.8%,-6.1%,/,/,0.7%
COc1ccc(-c2cc(-c3nnc(COC(=O)c4ccncc4)o3)c3ccccc3n2)cc1OC,-0.2,4.8,6.1,-20.3%,19.0%[57.1 µM],-1.3%,4.8,1.5,10.8%[57.1 µM]
NC(=O)Nc1ccc(Oc2ncc(C(F)(F)F)cc2Cl)cc1,-0.3,-0.7,-1.0,-22.5%,14.7%,12.8%,16.5,6.0,-4.7%
C=CCOc1ccc(CN(C)CC(=O)Nc2ccccc2[N+](=O)[O-])cc1,0.6,2.6,-4.3,-8.9%,20.8%[57.1 µM],4.5%,-1.3,1.4,-0.1%[57.1 µM]
O=C(NCc1ccncc1)Nc1cccc(Cl)c1,-0.4,-2.6,-1.5,3.2%,13.0%,-4.0%,15.1,0.0,-0.5%
CC(=O)c1c(COC(=O)c2cccc(C)c2)nc2ccccc2[n+]1[O-],-0.9,-5.8,1.0,-9.1%,-8.9%,0.6%,-4.2,-1.6,-8.1%
CC(C)CCc1noc(CN2CCC(CCN3CCCC3=O)CC2)n1,-0.1,3.1,3.9,-15.8%,9.5%[57.1 µM],2.8%,/,/,0.5%[57.1 µM]
CC1CCCC(C)N1S(=O)(=O)c1ccc(NC(=O)c2ccccc2C(=O)N2CCOCC2)cc1 (centres undefined),0.1,-0.4,-2.1,-24.8%,?,6.2%,8.7,0.4,4.5%
Cc1cc(NS(=O)(=O)c2ccc(NC(=O)C(C)Oc3ccccc3Cl)cc2)no1 (centres undefined),0.3,-5.8,-4.4,-4.0%,10.2%,-1.7%,4.2,-0.1,14.7%[57.1 µM]
Nc1nc(SCC(=O)NCC2CCCO2)n[nH]1 (centres undefined),1.1,-3.4,-2.2,5.6%,-6.3%,-1.3%,16.4,-0.3,-8.1%
COc1ccc(CC(=O)OCC(=O)Nc2ccc3c(c2)OCO3)cc1,-0.8,4.2,-0.2,-7.8%,20.2%[57.1 µM],7.7%,-2.3,-0.1,-3.6%[57.1 µM]
COc1ccc(/C=C2/SC(=S)N(CCCC(=O)Nc3ccc(O)cc3)C2=O)cc1OC,-1.2,9.4,3.6,-11.7%,-9.6%,-7.8%,-8.3,1.0,-13.6%
CC(C)CNS(=O)(=O)c1ccc(S(=O)(=O)N2CCN(C3CCCC3)CC2)cc1,-0.7,-0.6,-19.8,-21.8%,21.4%[57.1 µM],-0.8%,2.0,-0.4,13.5%[0.0914 µM]
Cc1cc(N2CCCC2)n2nc(C)nc2n1,0.6,1.8,-0.3,-20.6%,10.2%,2.3%,-24.6,0.3,5.7%
CCOC(=O)C1CCCN(C2CC(=O)N(c3cccc(C(F)(F)F)c3)C2=O)C1 (centres undefined),-0.1,1.4,1.0,-4.7%,?,6.0%,/,/,-6.4%
COc1ccc(C(=O)N2CCCN(C)CC2)c(OC)c1,1.0,2.0,-15.4,-22.9%,-11.2%,2.9%,7.6,0.7,-2.0%
Fc1ccc(-c2nnc(-c3ccc(Cl)cc3Cl)o2)cc1,-0.2,6.7,-5.6,-29.1%,-8.8%,6.3%,-15.7,-0.5,-4.7%
Clc1ccccc1CN1CCSCC1,0.1,5.5,2.3,-14.9%,18.6%,-2.2%,-8.5,0.3,3.9%
COc1ccccc1CNc1nc2ccc(C)cc2n2nnnc12,1.4,0.0,-3.9,14.5%,-9.8%,12.6%,/,0.6,-3.6%
CCOC(=O)c1cc(-c2ccccc2)nn1Cc1cc(C)no1,0.6,5.2,-2.9,-33.2%,19.1%,6.8%,4.8,-1.4,5.3%
CCC1=Nc2cc(C(=O)NCCN3CCCC3)ccc2Sc2ccccc21,1.1,4.1,-3.5,-29.5%,-0.5%,1.3%,-25.6,0.3,-2.1%
O=C(c1ccncc1)N1CCN(C(=O)c2cccc3ccccc23)CC1,-0.3,-2.0,7.0,-21.4%,-0.6%,7.7%,-11.5,-1.4,-3.6%
CCC(CC)NC(=O)CC(c1ccccc1)c1ccccc1,-1.2,-9.1,-5.2,-7.7%,18.3%,-9.3%,-16.2,0.0,4.9%
Cn1nc(CC(=O)Nc2ccc3c(c2)CCC3)c2ccccc2c1=O,2.6,5.4,2.8,-4.9%,2.6%[57.1 µM],0.4%,14.6,0.2,6.2%[57.1 µM]
CC(C)OC(=O)C1=C(N)N2C(=O)CSC2=C(C(=O)OC(C)C)C1,0.2,-1.1,-6.8,-2.7%,-19.9%[57.1 µM],-0.1%,-2.1,0.1,-2.3%
C=CCNC(=O)c1ccc2c3n(nc2c1)-c1ccccc1CO3,-1.0,-4.7,?,-30.7%,2.0%,5.5%,-27.8,-0.6,25.4%
Cc1ccc(C)c(C(=O)CN2C(=O)CCC2=O)c1,0.2,0.5,-6.7,2.6%,0.7%[57.1 µM],0.7%,-1.6,0.3,5.4%[57.1 µM]
CN(CC(=O)Nc1ccc(Br)cc1)Cc1ccccc1,-0.4,-4.4,7.7,-17.7%,17.7%,-5.1%,-16.2,-2.5,-3.8%
O=C(N/N=C/c1cccnc1)/C(=C\c1cccs1)NC(=O)c1ccccc1,0.2,0.7,-3.5,-18.3%,-6.2%,-0.3%,-0.8,-0.1,-13.1%
Cn1cnc([N+](=O)[O-])c1SCC(=O)NN,-0.4,-5.0,5.1,-15.0%,0.7%,-3.3%,-2.1,-0.8,-5.7%
CCCn1c(=O)[nH]c(=O)c2c1nc(-c1ccccc1OC(F)F)n2CCOC,0.1,4.7,-0.5,-5.6%,6.9%,18.7%,-2.6,6.9,32.0%
Cc1cc(C)n2[nH]c(=O)c(N=Nc3ccccc3)c2n1,-0.5,0.3,-28.0,-12.1%,-19.1%,-6.4%,3.6,0.2,-20.4%
Cc1cccc(NC(=S)N2CCC(NC(=O)C3CCCCC3)CC2)c1,-0.1,-7.5,1.6,-18.8%,9.2%[57.1 µM],8.6%,10.9,0.4,6.2%[57.1 µM]
COc1ccc(NC(=O)CSc2cn(CC(=O)N3CCCCC3)c3ccccc23)c(OC)c1,-0.2,-7.6,-3.0,-15.8%,20.3%,-5.6%,/,-0.1,4.9%
CCOC(=O)C1C(c2cccnc2)NC(=O)NC1(O)C(F)(F)F (centres undefined),1.1,-5.4,0.3,-13.0%,13.1%,-12.3%,10.6,0.4,6.7%
CCOC(=O)C(=CNc1cc(C)nn1-c1ccc(C)cc1)C(=O)OCC,-0.6,0.0,-2.2,-18.8%,-13.4%,3.9%,14.2,-0.8,-11.9%
O=C(/C=C/c1ccccn1)c1cc(Cl)cc(Cl)c1O,0.0,-1.8,-1.0,?,?,-7.8%,-9.9,-0.2,4.9%
Cc1cc(C)c(NC(=O)C2c3ccccc3Oc3ccccc32)c(C)c1,0.1,-14.0,0.3,-21.0%,14.6%,0.6%,2.5,0.7,2.6%
Cc1cc(C)c(NS(=O)(=O)c2ccccc2)c(C)c1,/,/,-1.6,?,3.2%[57.1 µM],4.9%,/,/,5.9%[57.1 µM]
CCS(=O)(=O)N1CCCC(C(=O)NC2CCCC2)C1 (centres undefined),2.6,-2.0,-5.7,-8.0%,?,0.3%,-9.1,0.8,12.7%
Cc1ccc([N+](=O)[O-])cc1NC(=O)C(C)N1CCCCC1 (centres undefined),0.3,-2.0,0.1,-25.7%,15.8%,2.7%,7.9,-0.1,3.1%

# Molecules above that have a Cl atom, in the order listed:
SMILES,TRHR agonist,TRHR PAM,PI4K2A block,USP1-UAF1 inh,rTrxR1 inhibitor,mIDH1 inhibitor,D2 antag,D2 agonist,TrxR1 substrate
NC(=O)Nc1ccc(Oc2ncc(C(F)(F)F)cc2Cl)cc1,-0.3,-0.7,-1.0,-22.5%,14.7%,12.8%,16.5,6.0,-4.7%
O=C(NCc1ccncc1)Nc1cccc(Cl)c1,-0.4,-2.6,-1.5,3.2%,13.0%,-4.0%,15.1,0.0,-0.5%
Cc1cc(NS(=O)(=O)c2ccc(NC(=O)C(C)Oc3ccccc3Cl)cc2)no1 (centres undefined),0.3,-5.8,-4.4,-4.0%,10.2%,-1.7%,4.2,-0.1,14.7%[57.1 µM]
Fc1ccc(-c2nnc(-c3ccc(Cl)cc3Cl)o2)cc1,-0.2,6.7,-5.6,-29.1%,-8.8%,6.3%,-15.7,-0.5,-4.7%
Clc1ccccc1CN1CCSCC1,0.1,5.5,2.3,-14.9%,18.6%,-2.2%,-8.5,0.3,3.9%
O=C(/C=C/c1ccccn1)c1cc(Cl)cc(Cl)c1O,0.0,-1.8,-1.0,?,?,-7.8%,-9.9,-0.2,4.9%

# Bioassay records deposited in PubChem BioAssay by National Center for Advancing Translational Sciences (NCATS).
